Screening data (PubChem)
RGS7-Gao reg = RGS7-Galphao binding modulators, primary screen, biochemical, multiplexed bead flow cytometry. Guanine nucleotide-binding protein G(o) subunit alpha (Homo sapiens), P09471. actives lie on both sides. binding response (% of control), % at 10 µM. actives 0.35% (n = 220,000); in the data active = binding response below about 49% or above about 150%; inconclusive = no clear call, values can overlap the other calls; inactive = in between;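 also: fluorescent Galphao held in activated GDP-AlF4 state binding bead-coupled RGS7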
Target sequence (P09471 whole entry, looked up): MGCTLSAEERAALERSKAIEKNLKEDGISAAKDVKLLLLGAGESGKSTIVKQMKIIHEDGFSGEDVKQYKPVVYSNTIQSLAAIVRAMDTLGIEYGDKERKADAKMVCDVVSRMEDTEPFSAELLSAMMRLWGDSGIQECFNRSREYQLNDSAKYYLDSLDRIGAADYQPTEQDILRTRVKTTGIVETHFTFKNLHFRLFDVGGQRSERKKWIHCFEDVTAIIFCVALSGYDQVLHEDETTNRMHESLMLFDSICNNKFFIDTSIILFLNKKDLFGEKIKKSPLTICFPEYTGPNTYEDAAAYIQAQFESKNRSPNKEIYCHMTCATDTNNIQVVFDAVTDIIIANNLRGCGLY
RGS8-Gao = RGS8-Galphao binding modulators, primary screen, biochemical, multiplexed bead flow cytometry | actives lie on both sides | actives 0.34% (n = 220,000) | AID 1423, 2008 | Guanine nucleotide-binding protein G(o) subunit alpha (Homo sapiens), P09471 | response (percent of control binding), % at 10 µM; in the data active = response below about 60% or above about 140%; inactive = in between;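 also: Galphao activated as the GDP aluminium fluoride complex binding bead-coupled RGS8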
RGS4-Gao reg = modulators of RGS4 binding to Galphao, primary screen, biochemical, multiplexed bead flow cytometry; actives 0.33% (n = 220,000); actives lie on both sides; Guanine nucleotide-binding protein G(o) subunit alpha (Homo sapiens), P09471; binding response (% of control), % at 10 µM; AID 1415, 2008; in the data active = binding response below about 49% or above about 150%; inactive = in between;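 also: fluorescent Galphao activated with aluminum fluoride binding bead-coupled RGS4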
* = called active by the depositor; ? = inconclusive; · = not tested or not shown.

SMILES	RGS7-Gao reg	RGS8-Gao	RGS4-Gao reg
CCCCCC(=O)N1CCCC1	?	111	121
CNC(=S)Nn1cnc2ccccc21	?	98	100
CCCCCCCCn1ccc(=N)cc1	?	101	99
Cc1cc(Nc2c(C)n(C)n(-c3ccccc3)c2=O)n2c(nc3cc(F)c(F)cc32)c1C#N	?	101	94
CCN(CC)CCOCCOC(=O)C(CC)(CC)c1ccccc1	?	100	101
CCOC(=O)/C=C(\C)Sc1cc(O)c2ccccc2c1O	?	50*	81
Cc1ccc2[nH]c(=O)c(CN(CCCO)C(C)c3nnnn3Cc3ccco3)cc2c1 (stereo not drawn)	?	93	93
COc1cccc(-c2nc(N3CCN(C)CC3)c3ccccc3n2)c1O	?	103	102
C(=C\c1ccc(/C=C/c2ccccc2)nn1)/c1ccccc1	?	101	101
CCC(CC)Nc1ccc(C(CC(N)=O)NC(=O)Cc2ccc(Br)cc2)cc1[N+](=O)[O-] (stereo not drawn)	?	107	106
CCc1cccc(C)c1NC(=S)N(CCN(C)C)C(C)c1ccco1 (stereo not drawn)	?	96	88
NC(=O)COc1ccccc1	?	99	99
O=C1CC(c2ccccc2)CC(=O)N1c1ccccc1	?	95	90
Cc1ccc(Nc2ncnc(-n3cccc3)n2)cc1Cl	?	89	82
N#C/C(=C\N1CCOCC1)S(=O)(=O)c1ccc(Cl)cc1	?	103	105
CC(C)c1cc(C(F)(F)F)n2nc(C(=O)Nc3ccc(-n4cnnn4)cc3)cc2n1	?	98	103
C/C(=N/OC(=O)c1ccc(C)cc1)C(=O)c1ccc(Br)cc1	?	94	80
NNC(=O)Cn1nnc(-c2ccc(C(F)(F)F)cc2)n1	?	103	110
CSc1ncc(Cl)c(C(=O)Nc2ccccc2Br)n1	?	100	100
Cc1ccc(CNC(=O)C(C)C2Sc3ccccc3NC2=O)cc1 (stereo not drawn)	?	102	102

5 of these compounds in a different format:
mol,RGS7-Gao reg,RGS8-Gao,RGS4-Gao reg
CCC(CC)Nc1ccc(C(CC(N)=O)NC(=O)Cc2ccc(Br)cc2)cc1[N+](=O)[O-] (stereo not drawn),?,107,106
CCc1cccc(C)c1NC(=S)N(CCN(C)C)C(C)c1ccco1 (stereo not drawn),?,96,88
NC(=O)COc1ccccc1,?,99,99
O=C1CC(c2ccccc2)CC(=O)N1c1ccccc1,?,95,90
Cc1ccc(Nc2ncnc(-n3cccc3)n2)cc1Cl,?,89,82

The listing picks up, starting 4 compounds before the break.
SMILES	RGS7-Gao reg	RGS8-Gao	RGS4-Gao reg
C/C(=N/OC(=O)c1ccc(C)cc1)C(=O)c1ccc(Br)cc1	?	94	80
NNC(=O)Cn1nnc(-c2ccc(C(F)(F)F)cc2)n1	?	103	110
CSc1ncc(Cl)c(C(=O)Nc2ccccc2Br)n1	?	100	100
Cc1ccc(CNC(=O)C(C)C2Sc3ccccc3NC2=O)cc1 (stereo not drawn)	?	102	102
c1ccc(C2CC(c3cccs3)=NN2c2ccccc2)cc1 (stereo not drawn)	?	103	104
Cc1c(-c2ccc(/C=N/NC(=O)C(=O)Nc3ccccc3F)o2)cccc1[N+](=O)[O-]	?	103	101
O=[N+]([O-])c1ccc(Oc2cccnc2)nc1	?	101	100
COc1cc(C(CCN2CCCC(C)C2)c2c(OC)cc(OC)c3c(-c4ccccc4)cc(=O)oc23)cc(OC)c1OC (stereo not drawn)	?	102	105
CC(Nc1nc(-c2ccccc2O)nc2ccccc12)c1ccccc1 (stereo not drawn)	?	100	99
COc1ccccc1C(=O)OCn1nnc2ccccc2c1=O	?	104	102
Nc1c(Cl)ncnc1NCC(O)CO (stereo not drawn)	?	98	102
CCOc1ccc(N/C(N)=N/c2nc(CSc3nnnn3-c3ccccc3)cc(=O)[nH]2)cc1	?	100	100
COc1cccc(CNC(=O)CN(C)S(=O)(=O)c2cccc3cccnc23)c1	?	99	101
COc1cc(C(C(=O)Nc2c(C)cccc2C)N(C)C(=O)c2ccc(-n3cnnn3)cc2)ccc1O (stereo not drawn)	?	98	95
CCOC(=O)c1nc(C)nc(Sc2n[nH]c(-c3cc(C(F)(F)F)cc(C(F)(F)F)c3)n2)c1C	?	99	101
CCOC(=O)CN(C(=O)c1ccccc1[N+](=O)[O-])C(C)(C)C	?	102	96
C=C(C)C(=O)N1CC2(CC(c3cccc(NC(=O)/C=C\C=C/C)c3)=NO2)C[C@H]1C(N)=O (stereo partly drawn)	?	92	95
Cn1cccc1/C=N/NC(=O)C(O)c1ccccc1 (stereo not drawn)	?	106	106
NCCCC[C@H]1CNC(=O)C(=O)N1CCc1cccc(F)c1	?	99	97
CCNc1nc(NCC)nc(N/N=C/c2ccc(OC)cc2)n1	?	96	80
CC(/C=N/NC(=O)c1cnccn1)=C\c1ccco1	?	96	93
CCN(CCn1cccn1)C(=O)CCc1nnc(C2CCCCC2)o1	?	100	92
Cc1ccc(N=C2NC(=O)/C(=C/c3cccn3C)S2)cc1	?	99	93
CCC(C)Cn1c(O)cc2nn(-c3nc4ccccc4s3)c(=O)c-2c1C (stereo not drawn)	?	99	96
CC(=O)Nc1ccc(SC[C@H](CC(C)C)N2CCN(CCc3ccccc3)CCC2=O)cc1	?	103	103
O=C(O)C1CCC(=O)N(C2CCCCC2)C1c1ccccc1Cl (stereo not drawn)	?	101	94
CCn1nnnc1SCC(=O)N1CCN(c2ccccc2)CC1	?	104	107
Cc1onc(-c2c(Cl)cccc2Cl)c1C(=O)ONC(=O)c1cc(C(F)(F)F)cc(C(F)(F)F)c1	?	96	89
CC(=O)c1ccccc1OC(=O)c1ccc([N+](=O)[O-])o1	?	98	101
CNC(=O)c1c(NC(=O)c2cccc(N3C(=O)CCC3=O)c2)sc2c1CCC2	?	3.9*	-2.7*
COc1cc(O)c(C(CCN2CCN(c3ccccc3)CC2)c2cc(OC)c(OC)c(OC)c2)c(OC)c1 (stereo not drawn)	?	104	104
COC(=O)c1ccc(COc2ccc(NC(C)=O)cc2)o1	?	92	87
COc1ccc(Nc2nc(-c3ccccc3)nc3ccccc23)cc1S(=O)(=O)N1CCOCC1	?	99	97
CCOC(=O)Cn1c(=O)oc2cc(S(=O)(=O)N(C)Cc3ccccc3)ccc21	?	101	102
CNC(=O)OCCSCCS(=O)(=O)c1ccc(Cl)cc1	?	98	93
O=C(CNC(=O)c1ccco1)N=Nc1c(O)n(CCc2ccccc2)c2ccccc12	?	104	107
Cc1cccc(Nc2nc(N)nc(CCl)n2)c1	?	98	98
CS(=O)(=O)c1ccccc1C(=O)Nc1nc2ccccc2[nH]1	?	100	97
CCCCCC(=O)NC(=S)NC1C2CC3CC(C2)CC1C3 (stereo not drawn)	?	99	98
COC/C=C/C1=CC2=CC(=O)C(C)(OC(=O)c3cnc4ccccc4n3)C(=O)C2=CN1C(CO)CO (stereo not drawn)	?	93	94
O=C(N/N=C/c1ccccc1[N+](=O)[O-])c1cccs1	?	103	108
Cc1ccc(C#CC[N+]2(C)CCCCC2)cc1	?	102	106
O=C(Nc1ccc2oc(-c3ccncc3)nc2c1)c1ccc2c(c1)OCCO2	?	106	93
Cc1ccc(-c2ccc([C@H]3[C@@H]4C=CCC[C@@]4(C)C(=O)N3Cc3ccccc3)c(F)c2)cc1	?	102	102
COC(=O)c1ccccc1NC(=O)Cn1c(=O)n(CCC(=O)NC2CCN(Cc3ccccc3)CC2)c(=O)c2ccccc21	?	101	101
CO/N=C(\CCC(=O)O)c1cccs1	?	104	102
CC(C)(C)c1ccc(C(=O)N2CCCN(c3ccc([N+](=O)[O-])cn3)CC2)cc1	?	98	94
CCOc1ccc(N=C2NC(=O)SC2CC(=O)OC)cc1 (stereo not drawn)	?	101	106
O=C1NC(=O)C(Cc2ccccc2)(c2cccnc2)N1 (stereo not drawn)	?	99	103
C=CCN1C=C2C(=O)C(C)(OC(=O)C3CCCC3)C(=O)C=C2C=C1c1ccsc1 (stereo not drawn)	?	99	96
O=C1NC(c2cccc([N+](=O)[O-])c2)=CCN1c1ccccc1O	?	94	91
O=C(/C=C/c1ccc(-c2cccc([N+](=O)[O-])c2)o1)N1CCOCC1	?	94	93
CC(=O)NCCc1ccc(O)cc1	?	105	111
COc1cc(SC)ccc1C(=O)N(Cc1ccccc1)c1ccccn1	?	92	107
Cc1ccc(C2/C(=C(\O)c3c(C)nc4ccccn34)C(=O)C(=O)N2CCN(C)C)o1 (stereo not drawn)	?	99	97
Cc1ccc(-c2csc3nc(C(C)C)oc(=O)c23)c(C)c1	?	103	103
Cc1ccccc1CN1C(=O)CS/C1=N/N=C/c1ccco1	?	101	99
COc1ccccc1Cc1nc(-c2cccnc2)no1	?	100	103
O=C1CCCC1C(=O)Nc1ccc2ccccc2c1 (stereo not drawn)	?	110	121
CCN(CC)C(=O)Oc1nnc(SC(C)C)n1-c1ccc(Cl)cc1	?	102	99
COc1ccc2c(N)c(C(=O)NN)[nH]c2c1	?	100	103
O=C(NNC1=Nc2ccccc2SC1)c1ccc(F)cc1	?	101	102
Nc1ncncc1-c1ccc2ccccc2c1	?	112	116
Cc1ccccc1-n1c2nc(=O)n(C)c(=O)c-2cc2ccccc21	?	98	100

Following part
SMILES	RGS7-Gao reg	RGS8-Gao	RGS4-Gao reg
O=C(O)c1ccc(-n2ncc3c2/C(=C/c2cccc([N+](=O)[O-])c2)CC3)cc1	?	102	98
CC1CC(OC(=O)CN2CCCCC2)CC(C)(C)C1 (stereo not drawn)	?	99	107
Cc1nnsc1C(=O)N1CCN(c2ccc(C#N)cn2)CC1	?	99	97
Cc1ccc(C(=O)NNC(=O)c2nn(-c3ccc(F)cc3)ccc2=O)cc1	?	102	101
Cc1ccc([N+](=O)[O-])cc1NC(=O)Nc1cccc(F)c1	?	101	94
CCOc1ccc2sc(NS(=O)(=O)c3ccc(N)cc3)nc2c1	?	109	116
O=C(Oc1ccccc1N1CCOCC1)c1sccc1Br	?	101	103
Nc1ccc(N2CCCCC2)c(S(=O)(=O)Nc2ccc(Cl)cc2)c1	?	100	103
Cn1nnnc1N=N/C(=N/Nc1ccccc1)c1ccccc1	?	113	123
COc1ccccc1/C=C/C=N/NC(=O)CN1CCN(Cc2ccccc2)CC1	?	101	103
CCn1c(O)c(C=NCc2ccccc2)sc1=S	?	101	99
CCOc1cc(/C=N/NC(=O)CCn2nc(C)cc2C)ccc1O	?	106	107
C=CCNC(=S)N/N=C/c1cn(C)c2ccccc12	?	96	96
O=C(CN1CCc2ccccc21)NN1CC(=O)N(c2ccccc2)CC1=O	?	102	103
COC(=O)CCC(=O)OC1(C)C(=O)C=C2C=C3CCCN3C=C2C1=O (stereo not drawn)	?	100	105
CCOC(=O)C1CCN(C(=O)Nc2ccc(OC(F)(F)F)cc2)CC1	?	97	92
Cc1c(NC(=O)c2cn3ccccc3n2)cccc1-n1cnnn1	?	96	96
CCOC(=O)C1=C(O)C(=O)N(C2CCCCC2)C1	?	102	109
O=[N+]([O-])c1c(NCc2ccco2)ccc2nonc12	?	99	97
C#CCOCCOCCOCCNc1nc(N2CCN(C(=O)[C@H](Cc3ccc(O)cc3)n3cc([C@@H](N)C(C)CC)nn3)CC2)nc(N2CCN(C(=O)[C@H](Cc3cc4ccccc4[nH]3)n3cc([C@@H](N)Cc4ccc(O)cc4)nn3)CC2)n1 (stereo partly drawn)	?	103	99
CC(=O)c1ccc(N=Nc2ccc(N)cc2)cc1	?	101	101
C/C(=N\NC(=O)CCn1nnc2ccccc21)c1ccco1	·	97	93
CC(NC(=O)c1ccc2c(c1)OCO2)C(c1cccs1)N1CCN(c2ccccc2)CC1 (stereo not drawn)	?	99	99
O=C1/C(=C/C=C/c2ccco2)SC(=S)N1NS(=O)(=O)c1ccccc1	?	94	99
CC1CCc2c(sc(/N=C/c3cccnc3)c2C(N)=O)C1 (stereo not drawn)	?	100	100
CCCn1c(SCC(=O)Nc2ccccc2Cl)n[nH]c1=O	?	99	98
C[C@@]12CCC=C[C@H]1[C@H](c1ccc3ccccc3c1)N(Cc1ccccc1)C2=O	?	108	111
O=C(Cn1ncc2c1-c1ccccc1OC2)N1CCN(Cc2ccccc2)CC1	?	106	104
COc1ccc(CNCCC(c2ccc(F)cc2)c2ccc(OC(C)C)cc2)cc1OC (stereo not drawn)	?	110	108
CC(=O)C(Sc1nnnn1-c1ccccc1)C(C)=O	?	104	108
c1cc(-c2nsc(-c3ccncc3)n2)ccn1	?	100	101
CC(C)(C)C(=O)NNC(=O)c1cc(C(C)(C)C)nn1Cc1ccccc1	?	101	101
O=C(CCNc1n[nH]c(=O)[nH]c1=O)N/N=C\c1ccc(Br)cc1	?	100	100
CN(Cc1cn(C)nc1-c1ccccc1F)CC1CCN(Cc2ccccc2)CC1	?	100	97
O=C(N/N=C/c1cccnc1)c1cccc(N2CCCC2=O)c1	?	101	105
C=CCNC(=S)NNC(=O)C(CCCC)CC(O)COCC(C)C (stereo not drawn)	?	94	82
Cc1nc(C(=O)NNC(=O)c2ccccc2Cl)c(C(F)(F)F)o1	?	100	98

Marked active in RGS4-Gao reg (from the list above):
SMILES	RGS7-Gao reg	RGS8-Gao	RGS4-Gao reg
CNC(=O)c1c(NC(=O)c2cccc(N3C(=O)CCC3=O)c2)sc2c1CCC2	?	3.9*	-2.7*

This is a subset (hit frequency here may not be typical).
